NOD1 inhibition – NOD1 signaling inhibitors, primary screen, cell-based, luminescence, uHTS (AID 1578); inhibition, % at 4 µM, or EC50 in µM where a hit was titrated; hit rate 1% among 290,000; NOD1-driven NF-kB luciferase reporter cells, luminescence; higher % means a stronger effect; in the data active = inhibition mostly above about 36%, no sharp cut-off; inactive = mostly below about 34%;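 note: HEK-293T reporter cells stimulated with the NOD1 agonist gamma-tri-DAP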
P. falciparum M17LAP – P. falciparum M17LAP inhibitors, primary screen, biochemical, fluorogenic H-Leu-NHMec substrate, 1536-well (AID 1619) | Leucine aminopeptidase (Plasmodium falciparum (isolate 3D7)) | recombinant M17LAP, H-Leu-NHMec fluorogenic kinetic assay; higher % means a stronger effect | inhibition, % at 30 µM; hits with a dose series show IC50 in µM | hit rate 0.38% among 220,000;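 active = compound inhibiting the enzyme by more than half at any dose during confirmatory dose-response retesting; inconclusive = strong single-dose inhibitors picked by rank but not retested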;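 note: plate controls were full reaction with DMSO carrier for no effect and no enzyme background for full effect; strong numbers were not always called active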
MT stabilize HCS – microtubule stabilizers in HeLa cells, primary screen, imaging, high-content imaging | hit rate 0.83% among 200,000 | % tubulin-high responders, % at 10 µM | HeLa tubulin immunostaining HCS, 24 h; share of cells brighter than vehicle mean+2SD;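 active = plate Z-score above 3 for both tubulin-high and condensed-nucleus cell shares, with cell loss under 80%, at 10 µM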;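 note: anti alpha tubulin signal scored within the nucleus-defined area of each cell; some results filed as inactive read as strong as hits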
Dynein transport – inhibitors of GR-EGFP nuclear translocation, primary screen, dynein cargo transport inhibitor project, imaging, high-content, 3617.4 mouse cells. test concentration mostly 20 µM; stimulated with dexamethasone, 1 µM; stronger effect = lower value. z-score, hits read low. hit rate 0.47% among 220,000. AID 1381, 2008;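 active = plate z-score of nuclear minus cytoplasmic receptor signal below a set negative limit, without overly bright fluorescence or cell loss, cut at about -3.5 in these data, passing the limit was not always enough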;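 note: z-score of nuclear minus cytoplasmic ring GR-EGFP intensity difference per well; some compounds called inactive have numbers as strong as hits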
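Buffer or medium – tet-free medium with charcoal-stripped serum · Signal – automated 10x imaging of fixed Hoechst-stained cells · Also added – dexamethasone agonist, 1.0 µM final, for 30 min · Incubation – induction 48 h, compound 1 h, agonist 30 min · Read-out – GR-EGFP nuclear translocation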
Ins promoter up – insulin promoter activators in MIN6 cells, imaging, high-content screening, mouse beta cells; MIN6 insulin promoter-GFP reporter; stronger effect = higher value; z-score at 5 µM; hit rate 0.3% among 190,000;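 active = z-score above 3 at 5 µM with at least 500 cells counted in the well; inconclusive = wells under 500 cells, flagged as cytotoxic or low count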
Yfh1-depleted yeast – enhancers of respiration in Yfh1-depleted yeast, dose response, Friedreich's ataxia, plus single-dose screen (AID 1465). fold induction at 50 µM; hits with a dose series show EC50 in µM. hit rate 0.074% among 220,000. S. cerevisiae Yfh1-off respiration, WST-1 reduction, 72 h; higher fold induction means a stronger effect;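 active = fold induction of absorbance versus untreated yeast above a set limit, then at least 30% activation at any dose in follow-up; inconclusive = repeats straddling the limit, or above it without dose testing; inactive = fold induction below the set limit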;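 note: activators that raise dye reduction in frataxin-depleted yeast; strong numbers were not always called active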
NOD2 inhibition – NOD2 signaling inhibitors, cell-based, luminescence, uHTS, HEK293 (AID 1566); inhibition, % at 4 µM; hits with a dose series show EC50 in µM; hit rate 0.63% among 290,000; HEK293 NOD2/NF-kB luciferase reporter, luminescence; higher % means a stronger effect; in the data active = inhibition above about 50%; note: many of its hits are not listed in these tables
Autophagy mod – autophagy modulators in MEF cells, primary screen, imaging, high-content, MEF GFP-LC3; MEF GFP-LC3 puncta imaging; test concentration mostly 10 µM; AID 463193, 2010; hit rate 0.98% among 190,000; calls only at 10 µM (by protocol);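 active = percentage of spot-positive cells more than 3 SD above its plate mean, without a fluorescence outlier flag or 80% toxicity; inconclusive = no clear call, values can overlap the other calls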;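 note: spot-positive cell cutoff set from DMSO-treated cells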
bCat nuc transl – modulators of beta-catenin nuclear translocation, primary screen, imaging, HeLa cells, immunofluorescence, high-content; nuclear translocation activity, % at 5 µM; hit rate 0.3% among 190,000;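 active = nuclear translocation activity above 50% at 5 µM, with a well cell count of 50 or more; inconclusive = wells under 50 cells across six images, flagged as toxic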;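 note: per-cell ratio of nuclear to cytoplasmic median beta-catenin stain intensity; plate controls were DMSO negative control for no effect and GSK-3 inhibitor IX positive control for full effect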
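assay system = human HeLa cells, endogenous beta-catenin | times = compound treatment 24 h, 37°C, 5% CO2 | detection = Anti-beta-catenin immunofluorescence on PFA-fixed, Triton-permeabilized cells, DAPI nuclei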
Dynein transport cytoplasmic EGFP – second read-out of Dynein transport, no call of its own (marks repeat the call); z-score; measured here: cytoplasmic GR-EGFP intensity; stronger effect = higher value
Dynein transport nuclear GR-EGFP – second read-out of Dynein transport, no call of its own (marks repeat the call); z-score; measured here: nuclear GR-EGFP intensity;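 lower value marks the stronger effect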
Dynein transport cell count – also measured in Dynein transport; calls as there; z-score; measured here: cell count per field
Ins promoter up cell count – also measured in Ins promoter up; calls as there; cell count; measured here: cytotoxicity, nuclei count;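 total cells summed across four imaged fields per well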
bCat nuc transl cell count 5 µM – recorded beside bCat nuc transl, whose call it bears; cell count; measured here: cell count, cytotoxicity flag
MT stabilize HCS Hoechst-high % – also measured in MT stabilize HCS; calls as there; % Hoechst-high responders; measured here: nuclear condensation Hoechst responders;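 share of cells brighter than vehicle mean plus two SD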
MT stabilize HCS cytotoxicity % – further read-out of MT stabilize HCS, marked with its call; toxicity, %; measured here: cytotoxicity by cell density;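 0% = mean cell density of plate MIN control wells and 100% = no cells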
Autophagy mod cell loss 18 h – second read-out of Autophagy mod, no call of its own (marks repeat the call); toxicity, %; measured here: cell loss, nuclei count;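 cell loss after 18 h compound exposure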
* hit, by the source's call; i = inactive; ? = inconclusive; . = not tested or not shown. The list is partial, so the mix of outcomes need not match the whole.

SMILES	NOD1 inhibition	P. falciparum M17LAP	MT stabilize HCS	MT stabilize HCS Hoechst-high %	MT stabilize HCS cytotoxicity %	Dynein transport	Dynein transport cytoplasmic EGFP	Dynein transport nuclear GR-EGFP	Dynein transport cell count	Ins promoter up	Ins promoter up cell count	Yfh1-depleted yeast	NOD2 inhibition	Autophagy mod	Autophagy mod cell loss 18 h	bCat nuc transl	bCat nuc transl cell count 5 µM
COC(=O)CSc1nc(C(C)C)nc2ccccc12	-21%	-3%	4.0	2.7	5.0	0.26	-0.18	0.0079	-0.46	-0.6	1597	i	10%	i	-2	-7.0	867
CCOC(=O)c1cc(C)n(S(=O)(=O)c2ccc(C)cc2)c1C	9%	2%	5.2	4.1	4.9	-0.48	-0.22	-0.12	0.51	-1.1	1259	i	12%	i	6	2.4	1430
CC1(C)CCCN(Cc2c(O)ccc3c(=O)c(-c4nc5ccccc5s4)c(N)oc23)C1	-2%	1%	.	.	.	-0.6	0.04	0.33	-0.74	-0.39	989	i	-38%	.	.	1.6	1303
O=[N+]([O-])c1cc(S(=O)(=O)N2CCCCCC2)ccc1F	-20%	11%	9.1	1.9	5.9	-4.4*	1.1*	-2.5*	-0.52*	0.13	1475	i	11%	i	9	-1.1	1044
O=C(C/C=N/OCc1ccc(Cl)cc1Cl)c1ccc(Cl)cc1	19%	12%	1.8	1.8	6.9	0.42	-0.064	-0.041	0.093	-0.51	1679	i	-26%	i	-8	-1.3	1421
CCN(CC)c1ccc(/C=C2/C(=O)c3ccc(C(=O)O)cc3C2=O)cc1	-32%	?	2.8	2.1	5.5	0.56	0.24	0.56	-0.58	-0.19	1441	i	-4%	i	13	-1.6	1150
COc1ccc(NC(=O)C(c2ccc(C)cc2)N(C)C(=O)c2ccc(=O)[nH]c2)cc1 (stereo not given)	-32%	10%	1.8	4.1	9.3	-0.035	-0.3	-0.19	0.15	0.07	1216	i	10%	i	-9	0.3	537
CCCC(=O)N1CCN(c2ccc(NC(=O)c3ccc([N+](=O)[O-])o3)cc2)CC1	-13%	7%	11	19	26	-4.1*	2.2*	-1.6*	-0.88*	-0.18	1229	i	-2%	i	0	1.6	1100
OCCN1CCN(c2ncnc3ccc(Br)cc23)CC1	67%*	12%	3.9	2.5	5.2	-1.3	-0.22	-0.64	0.61	-0.03	822	i	48%	i	7	.	.
COc1ccc(N2CCN(C(=O)c3c(C)nn(-c4ccccc4)c3C)CC2)cc1	-12%	7%	2.7	1.8	8.1	0.35	-0.26	0.6	-0.38	-0.22	1183	i	17%	i	2	-2.2	1016
CCOc1ccc(N(C(C)C(=O)Nc2cccnc2)S(C)(=O)=O)cc1 (stereo not given)	-39%	12%	3.5	2.6	9.1	-0.53	-0.23	0.011	0.62	-0.33	1555	i	0%	i	2	4.4	901
CC(C)=CC(=O)Nc1nnc(C(C)C)s1	-6%	-5%	2.6	1.6	3.9	-0.9	-0.14	-1.1	0.41	-0.98	1516	i	-53%	i	-1	-1.1	1331
O=C(Nc1ccc2nc3n(c(=O)c2c1)CCCC3)c1ccccc1[N+](=O)[O-]	-25%	-2%	2.6	3.9	4.8	-0.66	-0.31	-0.81	1.1	0.1	1253	i	14%	i	-4	.	.
C/C(CC(=O)Nc1ccc2c(c1)OCO2)=N\NC(=O)OC(C)(C)C	-14%	-8%	2.4	3.1	6.9	-0.85	-0.26	-0.41	1	0.08	1109	i	12%	i	5	-0.5	1180
O=c1cc(-c2ccccc2)c2c([nH]1)CCCC2	2%	2%	4.2	1.4	5.8	2.7	-0.33	1.7	-1.7	.	.	i	10%	i	19	-3.5	1280

Among those listed so far, 3 have a nitro group on carbon.
SMILES	NOD1 inhibition	P. falciparum M17LAP	MT stabilize HCS	MT stabilize HCS Hoechst-high %	MT stabilize HCS cytotoxicity %	Dynein transport	Dynein transport cytoplasmic EGFP	Dynein transport nuclear GR-EGFP	Dynein transport cell count	Ins promoter up	Ins promoter up cell count	Yfh1-depleted yeast	NOD2 inhibition	Autophagy mod	Autophagy mod cell loss 18 h	bCat nuc transl	bCat nuc transl cell count 5 µM
O=[N+]([O-])c1cc(S(=O)(=O)N2CCCCCC2)ccc1F	-20%	11%	9.1	1.9	5.9	-4.4*	1.1*	-2.5*	-0.52*	0.13	1475	i	11%	i	9	-1.1	1044
CCCC(=O)N1CCN(c2ccc(NC(=O)c3ccc([N+](=O)[O-])o3)cc2)CC1	-13%	7%	11	19	26	-4.1*	2.2*	-1.6*	-0.88*	-0.18	1229	i	-2%	i	0	1.6	1100
O=C(Nc1ccc2nc3n(c(=O)c2c1)CCCC3)c1ccccc1[N+](=O)[O-]	-25%	-2%	2.6	3.9	4.8	-0.66	-0.31	-0.81	1.1	0.1	1253	i	14%	i	-4	.	.

Going on with the list:
SMILES	NOD1 inhibition	P. falciparum M17LAP	MT stabilize HCS	MT stabilize HCS Hoechst-high %	MT stabilize HCS cytotoxicity %	Dynein transport	Dynein transport cytoplasmic EGFP	Dynein transport nuclear GR-EGFP	Dynein transport cell count	Ins promoter up	Ins promoter up cell count	Yfh1-depleted yeast	NOD2 inhibition	Autophagy mod	Autophagy mod cell loss 18 h	bCat nuc transl	bCat nuc transl cell count 5 µM
O=C(Nc1nnc(Cc2ccc(Cl)cc2)s1)c1cccnc1	-46%	.	0.9	2.1	5.8	-0.38	-0.18	0.29	0.13	0.17	1407	i	-10%	i	-3	-1.4	941
O=C(Nc1nccs1)c1ccc2nccnc2c1	-20%	8%	3.0	3.3	2.3	-0.21	-0.35	-0.08	-0.036	-0.2	1267	i	-23%	i	12	-4.0	1036
C#CCOCCOCCOCCNc1nc(N2CCN(C(=O)Cn3cc(CCCN=C(N)N)nn3)CC2)nc(N2CCN(C(=O)[C@H](C(C)C)n3cc(CCO)nn3)CC2)n1	-34%	12%	2.8	1.6	11	-0.24	-0.23	0.19	0.34	-0.09	1145	i	10%	i	-11	-4.1	554
O=C(CCCCCNC(=O)c1ccccc1)N/N=C/c1ccccc1O	-34%	-31%	3.3	2.9	8.8	2.4	-0.12	1.4	-2	.	.	i	-60%	i	17	2.0	888
CN(C)CCNC(C(=O)Nc1cccc(C(F)(F)F)c1)c1ccccc1 (stereo not given)	-13%	-4%	4.1	1.3	8.1	-0.41	-0.13	0.11	0.33	-0.28	1580	i	25%	i	27	0.2	1097
C=CCn1c(=O)c2ccc(C(=O)NCc3ccccc3)cc2n(Cc2ccc(C)cc2)c1=O	38%	-15%	4.3	2.4	12	2.5	-0.085	2.5	-1.4	-0.53	959	.	14%	i	0	-1.7	539
Brc1cccc(-c2nnc(SCc3ccon3)n2-c2ccccc2)c1	3%	14%	5.1	2.3	1.1	-0.83	-0.27	-0.43	0.5	-0.08	918	i	4%	i	4	-6.5	1075
Cc1ccc(N(CC(=O)Nc2cc(Cl)ccc2Oc2ccccc2)S(C)(=O)=O)c(C)c1	-21%	1%	2.9	2.2	6.9	-0.23	-0.16	0.23	-0.33	-1.1	998	i	37%	i	-8	-3.1	1270
CSc1nnc(C)c(=O)n1COC(=O)COc1ccc(Cl)cc1	-37%	13%	1.7	1.1	0.2	-0.83	-0.2	-0.43	0.48	-0.28	1185	i	-6%	i	13	.	.
COc1ccc(Cl)cc1S(=O)(=O)N1CCN(C)CC1	-6%	-2%	4.1	3.5	6.5	-0.79	-0.27	-0.44	0.44	0.7	930	i	8%	i	9	.	.
Cc1ccc2nc(SCC(=O)N3c4ccccc4CC3C)c(C)cc2c1 (stereo not given)	17%	-8%	2.4	1.7	5.7	-0.15	-0.2	0.56	0.66	2.5	896	i	10%	i	-3	.	.
COC(=O)CC1=C(C(=O)OC)C(c2cccs2)C(C#N)=C(N)O1 (stereo not given)	13%	0%	5.5	2.5	5.6	-0.26	-0.087	0.4	-0.92	.	.	i	9%	i	-11	-5.3	965
COCCOC(=O)C1=C(C)NC(=O)NC1c1ccc(OC(=O)c2ccco2)c(OC)c1 (stereo not given)	-30%	-10%	1.4	2.2	9.3	-1.5	-0.22	-0.41	2	0.4	766	i	15%	i	-5	-6.0	1224
CCCC(=O)C1C(=O)CC(C)(C)C(c2cc(C)no2)C1=O (stereo not given)	-12%	10%	2.8	2.7	3.8	-0.0043	-0.29	0.64	0.29	-0.94	1363	i	13%	i	24	-6.4	1077
Cc1cccc(C(=O)N2CCCCCC2)c1[N+](=O)[O-]	-14%	0%	3.0	1.2	8.8	-0.052	-0.019	-0.13	0.31	-0.09	1603	i	22%	i	-2	-4.7	1086
O=C(CCC(=O)OCCCC(F)(F)C(F)(F)F)Nc1ccc(Cl)cc1Cl	-10%	7%	3.3	2.5	5.7	-0.81	-0.066	-0.61	0.15	0.75	965	i	-4%	i	-41	.	.
CC1CN(Cc2ccccc2)c2nc3c(c(=O)[nH]c(=O)n3C)n2C1 (stereo not given)	4%	14%	.	.	.	-0.49	-0.13	0.11	-0.2	.	.	i	22%	.	.	-0.4	1334
C=CCN1C(=O)C(O)(CC(=O)c2ccc(OC)cc2OC)c2cc(Br)ccc21 (stereo not given)	-11%	2%	2.0	1.7	6.6	1.3	-0.25	0.64	0.0058	-4	650	i	11%	i	-5	-0.5	1076
CC(C)C1Oc2cc3oc(=O)ccc3cc2C1=O (stereo not given)	-17%	-61%	2.1	1.6	7.2	2.4	0.058	1.2	-1.2	-0.49	1406	i	8%	i	32	-3.1	1073

Screens as filed in PubChem BioAssay.
